H69AR inhibit = blocks growth of human H69AR lung tumor cells. 85,000 compounds, 6% hits. viability, % at 10 µM. H69AR lung tumor viability, ATP luminescence, 72 h; active compounds read low. AID 598;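 active = viability at or below 40%; inactive = viability above 40%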;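 note: multidrug resistant small cell line overexpressing MRP-1 efflux transporter; 100% = mean luminescence of untreated control wells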
Smad3 inh = Smad3 (human) transcription factor binding inhibition; P84022; TR-FRET Smad3/Dy647-FoxH1 peptide binding, europium anti-His; inhibition, % at 25 µM; 88,000 compounds, 0.29% hits;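 active = compounds that reduce the energy-transfer binding signal between the protein and its labelled peptide by more than half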;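 note: 0% = Smad3 plus labelled peptide maximal FRET and 100% = peptide-only background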
HUVEC tox TNFa = toxic to HUVEC cells under TNF alpha stimulation; HUVEC TNFalpha-stimulated, Hoechst cell count, imaging; cell count reduction, % at 2 µM; 93,000 compounds, 0.17% hits; AID 848;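 active = cell count reduction exceeding the screen mean by over 5 SD, scaled to untreated wells per plate, cut at about 78% in these data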;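 note: cells counted after 24 h of TNF alpha exposure following the 1 h pretreatment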
PTK2B oligo ant = antagonists of human Pyk2 oligomerization. z-score (the deposit names both 25 µM and 10 µM). AID 1347419. Q293 cells, Pyk2 FERM NanoBiT luminescence; active compounds read low. 99,000 compounds, 0.83% hits;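 active = Z-score of -3 or lower, scaled per plate to the spread of control and sample wells; inactive = z-score above -3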;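 note: negative z-score means lost luminescence so less FERM oligomerization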
Target sequence (Q14289 whole entry, looked up): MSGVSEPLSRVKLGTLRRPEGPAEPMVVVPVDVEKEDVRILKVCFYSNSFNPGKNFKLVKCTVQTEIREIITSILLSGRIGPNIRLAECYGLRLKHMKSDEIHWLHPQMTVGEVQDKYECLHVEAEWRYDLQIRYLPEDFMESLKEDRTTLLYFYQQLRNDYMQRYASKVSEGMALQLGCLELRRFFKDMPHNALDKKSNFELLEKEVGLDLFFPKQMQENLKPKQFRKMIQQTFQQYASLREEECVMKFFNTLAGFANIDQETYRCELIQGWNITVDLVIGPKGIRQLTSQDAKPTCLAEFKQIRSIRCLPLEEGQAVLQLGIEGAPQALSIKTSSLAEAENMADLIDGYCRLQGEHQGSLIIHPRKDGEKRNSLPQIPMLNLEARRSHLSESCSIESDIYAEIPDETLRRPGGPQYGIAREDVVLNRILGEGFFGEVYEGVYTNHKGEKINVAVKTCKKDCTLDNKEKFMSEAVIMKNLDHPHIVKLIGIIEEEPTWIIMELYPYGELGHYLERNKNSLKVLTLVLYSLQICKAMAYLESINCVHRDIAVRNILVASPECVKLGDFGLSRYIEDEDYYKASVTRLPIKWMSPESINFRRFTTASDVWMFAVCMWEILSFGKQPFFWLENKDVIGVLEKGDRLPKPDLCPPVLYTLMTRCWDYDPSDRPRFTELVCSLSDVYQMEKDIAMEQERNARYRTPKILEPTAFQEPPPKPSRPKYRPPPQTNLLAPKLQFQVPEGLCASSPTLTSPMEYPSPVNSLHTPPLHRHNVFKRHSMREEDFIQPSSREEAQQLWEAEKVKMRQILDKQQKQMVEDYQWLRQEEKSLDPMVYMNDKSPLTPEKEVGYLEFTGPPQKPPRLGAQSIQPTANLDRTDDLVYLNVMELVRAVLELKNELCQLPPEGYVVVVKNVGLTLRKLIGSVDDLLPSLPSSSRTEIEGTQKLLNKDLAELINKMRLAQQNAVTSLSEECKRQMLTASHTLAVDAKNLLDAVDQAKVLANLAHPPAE
HUVEC inhibit = inhibitors of human endothelial cell proliferation; HUVEC proliferation, CellTiter-Glo luminescence, 72 h; active compounds read low; viability, % at 10 µM (by protocol); 86,000 compounds, 1.1% hits;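 active = viability at or below 30%; inactive = viability above 30%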;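 note: 100% = median luminescence of DMSO-only cell control wells on each plate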
HUVEC tox IL1B = HUVEC cytotoxicity counter-screen, IL-1B stimulated; cell count reduction, % at 2 µM; 94,000 compounds, 0.41% hits; HUVEC cell count loss, Hoechst imaging;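 active = cell count reduction more than 3 SD above the screen-wide mean, cut at about 70% in these data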;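 note: normalized per plate to untreated control cells as the no-loss baseline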
VCAM1 TNFa inh = reduces TNF alpha induced VCAM1 expression in HUVEC; HUVEC TNFa-induced VCAM-1 immunofluorescence, high-content imaging; 95,000 compounds, 0.48% hits; inhibition, % at 2 µM; AID 802;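 active = inhibition above the batch mean plus 3 SD, with images confirmed as a hit by eye, cut at about 37% in these data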;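 note: 0% = TNF-stimulated DMSO wells and 100% = unstimulated control wells; not every result past the cut was called active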
Lung fibro prol = blocks proliferation of human lung fibroblasts; LL 47 human lung fibroblast viability, ATP luminescence; active compounds read low; viability, % at 10 µM; 85,000 compounds, 1.1% hits; AID 719;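 active = viability at or below 50% in the single dose screen; inactive = viability above 50%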;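 note: compound exposure lasted 72 h before the ATP readout; 100% = median luminescence of untreated cell-only wells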
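Material: human lung fibroblast line LL 47, low passage; Evaluation: viability percentage against median untreated-cell control; Buffer or medium: 15% FBS in IMEM; Incubation: 72 h compound exposure at 37 °C after overnight plating; Dosing: 0.1% DMSO in all compound wells; Measured by: CellTiter-Glo luminescence.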
F-actin modifier = modifiers of cytoskeleton assembly; 91,000 compounds, 0.18% hits; inhibition, % at 2 µM; HUVEC TNFa F-actin phalloidin imaging, high content; AID 836;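 active = inhibition above the batch mean plus 3 SD and confirmed as a hit by visual image inspection, cut at about 30% in these data, passing the limit was not always enough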; note: strong numbers were not always called active
An asterisk follows results filed as active; nt = no result given; [ ] = another dose, or the depositor's remark. Only part of the results is shown; rates above refer to the full screens.

SMILES | H69AR inhibit | Smad3 inh | HUVEC tox TNFa | PTK2B oligo ant | HUVEC inhibit | HUVEC tox IL1B | VCAM1 TNFa inh | Lung fibro prol | F-actin modifier
CCc1cc2c(=O)c(-c3nc4ccccc4n3C)c(COCC(=O)O)oc2cc1OC(=O)C(C)(C)C | 86 | 14 | 7 | 0.51 | 93 | 12 | 27 | 101 | -11
O=C(COc1ccc(Cl)cc1)NCc1nnc(SCC(=O)NC2CCCCC2)o1 | 111 | 11 | -24 | 0.25 | 91 | 6 | -1 | 96 | 14
CCn1c(COc2c(C)cccc2C)nnc1SCC(=O)N1CCN(c2ccccc2)CC1 | nt | nt | 4 | 1.4 | nt | -14 | 6 | nt | 4
Cn1nc(C(=O)Nc2cccnc2)c2ccccc2c1=O | 88 | 1 | -10 | -0.65 | 100 | -14 | 22 | 100 | -12
Cc1cc(C)nc(N2CCCC(C(=O)NCc3cccc(C(F)(F)F)c3)C2)n1 (stereo not drawn) | 86 | 2 | -13 | -0.18 | 68 | -8 | -11 | 93 | -1
CCCCSc1nc2c(c(=O)[nH]1)CCC2 | 99 | 2 | -43 | 1.3 | 91 | -8 | 1 | 99 | 5
O=C(Oc1ccc(N2C(=O)CCC2=O)cc1)c1ccccc1 | 109 | 0 | -40 | 0.15 | 99 | 8 | 4 | 93 | -10
C/C(=N\NC(=O)c1ccc(Br)cc1)c1ccccc1 | nt | nt | -7 | -0.16 | nt | 19 | 4 | nt | -32
COc1ccc2[nH]c3c(c2c1)CCn1c-3nc2ccccc2c1=O | 81 | 7 | nt | 0.51 | 92 | nt | nt | 103 | nt
Cc1nn(Cc2ccc(Cl)cc2)c(=O)n1N(C)c1ncc(C(F)(F)F)cc1Cl | 85 | 12 | -1 | 1.9 | 98 | -10 | 15 | 94 | -5
Cc1cc(NC(=O)CCCN2C(=O)c3cccnc3C2=O)no1 | 99 | 1 | 0 | 1.2 | 95 | -21 | 8 | 103 | 16
Cc1ccc2c(CC(=O)Nc3c(C)n(C)n(-c4ccccc4)c3=O)coc2c1 | 101 | 5 | -25 | 0.29 | 104 | 32 | -3 | 104 | 6
CCOC(=O)c1nnn(-c2nonc2N)c1CNc1ccc(C)c(Br)c1 | 89 | 6 | nt | -0.3 | 83 | nt | nt | 95 | nt
CCOc1ccc(C(=O)NC(=S)Nc2ccccc2N2CCC(C)CC2)cc1[N+](=O)[O-] | nt | nt | 12 | 3.7 | nt | -22 | -12 | nt | -6
CC(=O)c1ccc(OCC(O)CN2C(C)(C)CC(O)CC2(C)C)cc1 (stereo not drawn) | 85 | -2 | -6 | nt | 100 | -8 | -9 | 94 | -8
CCCCC(=O)Nc1nc2c(OC)ccc(OC)c2s1 | 88 | 1 | nt | nt | 85 | nt | nt | 100 | nt
Cc1ccc(C(C(=O)NCc2ccccc2)N(C(=O)c2csnn2)c2cccc3ccccc23)o1 (stereo not drawn) | 62 | -1 | -13 | -0.05 | 95 | -128 | 14 | 95 | 10
Cc1nc(N2CCN(Cc3ccc4c(c3)OCO4)CC2)c2oc3ccccc3c2n1 | 23* | 3 | nt | nt | 77 | nt | nt | 69 | nt
C=CCn1c(SCC(=O)Nc2cc(C)on2)nc2sc(CC)cc2c1=O | nt | nt | -10 | -2 | nt | 8 | -19 | nt | 1
O=C(NCc1ccncc1)C1CCN(S(=O)(=O)Cc2ccccc2)CC1 | 100 | 4 | -8 | 0.23 | 96 | 3 | 8 | 93 | 8

Structures from the list above that contain a CF3 group:
SMILES | H69AR inhibit | Smad3 inh | HUVEC tox TNFa | PTK2B oligo ant | HUVEC inhibit | HUVEC tox IL1B | VCAM1 TNFa inh | Lung fibro prol | F-actin modifier
Cc1cc(C)nc(N2CCCC(C(=O)NCc3cccc(C(F)(F)F)c3)C2)n1 (stereo not drawn) | 86 | 2 | -13 | -0.18 | 68 | -8 | -11 | 93 | -1
Cc1nn(Cc2ccc(Cl)cc2)c(=O)n1N(C)c1ncc(C(F)(F)F)cc1Cl | 85 | 12 | -1 | 1.9 | 98 | -10 | 15 | 94 | -5

More compounds follow.
SMILES | H69AR inhibit | Smad3 inh | HUVEC tox TNFa | PTK2B oligo ant | HUVEC inhibit | HUVEC tox IL1B | VCAM1 TNFa inh | Lung fibro prol | F-actin modifier
C=C(Cl)COc1cc(C)cc2oc(=O)cc(CC)c12 | 97 | -15 | 8 | -0.64 | 102 | -1 | 1 | 93 | -13
O=c1[nH]c2c(n(C3CCCCC3)c1=O)CCC2 | 98 | 4 | -10 | -0.41 | 94 | -17 | 5 | 88 | -1
CSC1=NCCN1C(=O)c1ccc(S(=O)(=O)N2CCCCC2)cc1 | 94 | 7 | nt | nt | 85 | nt | nt | 96 | nt
CC(C)(C)SCCNS(=O)(=O)c1ccc2ccccc2c1 | 108 | 4 | -10 | -2 | 114 | -2 | 9 | 106 | 13
CC(C)n1c(-c2cccs2)nc2ccccc21 | 90 | -9 | -37 | -1.1 | 96 | -10 | 10 | 93 | 8
COC(=O)c1[nH]c2cc(OC)ccc2c1NC(=O)CCN1CCCCC1 | 77 | 6 | -4 | -0.06 | 95 | 26 | 2 | 95 | -3
CCCc1n[nH]c2c1C(=O)C(C(=O)OC)C(C)(C)C2 (stereo not drawn) | 80 | 1 | nt | -0.02 | 86 | nt | nt | 98 | nt
CSc1nnc2n(C3CCCCC3)c(=O)c3c4c(sc3n12)CCCC4 | 85 | 10 | nt | nt | 109 | nt | nt | 99 | nt
COc1cccc(-c2cc(C(=O)Nc3cc(C)on3)no2)c1 | 93 | 6 | -12 | 2.6 | 99 | 3 | -2 | 98 | -4
Cc1ccccc1OCCCN1CCCC1 | 97 | 2 | -2 | 0.3 | 95 | -12 | 0 | 99 | -45
CCNC(=O)CSc1nc2ccccc2c(=O)n1OC | 100 | 16 | -4 | -0.49 | 101 | 18 | 19 | 97 | 6
CC(=O)NC1(C(F)(F)F)C(=O)Nc2c1c(=O)n(C)c(=O)n2C (stereo not drawn) | 98 | 5 | -4 | 0.93 | 97 | -35 | 33 | 108 | -6
CCC(=O)Nc1c2c(nn1-c1ccc(F)cc1)CS(=O)C2 (stereo not drawn) | 87 | 4 | -7 | nt | 106 | 3 | -5 | 103 | -11
CCOC(=O)N1CCN(C(=O)c2ccc3c(=O)n(Cc4ccccc4OC)c(=S)[nH]c3c2)CC1 | 34* | 17 | 6 | 0.29 | 89 | 1 | -8 | 89 | -17
COc1ccc(-c2nc(-c3ccc(Br)o3)no2)cc1OC | nt | nt | 5 | nt | nt | 18 | -7 | nt | -13
Cc1cc(=O)[nH]c2c(C)c(N)ccc12 | 76 | 3 | -16 | 0.09 | 83 | -10 | -9 | 91 | -1
O=C(COc1ccc(Cl)cc1)N1CCCC1 | 106 | 5 | -24 | -0.21 | 95 | 11 | 8 | 104 | -5
CCOC(=O)C1CCN(C(=O)c2cc3c(-c4ccc(OC)c(OC)c4)nn(C)c3s2)CC1 | 79 | 7 | 2 | nt | 79 | 3 | -1 | 111 | -9
Cc1[nH]n2c(=O)cc(C(C)C)nc2c1-c1ccccc1 | 14* | 6 | -4 | -0.18 | 58 | 13 | -4 | 66 | -28
N#Cc1c(-c2ccccc2)c(-c2ccccc2)nn(CC(=O)NNC(=O)Nc2ccccc2)c1=O | nt | nt | -2 | -0.76 | nt | nt | 19 | nt | -13
CC1CCCCC1NC(=O)c1nn(C)c(=O)c2ccccc12 (stereo not drawn) | 91 | -12 | 6 | 0.39 | 94 | -9 | -2 | 95 | -14
COCCNC(=O)COc1ncnc2ccc(Br)cc12 | 96 | -3 | -53 | 0.42 | 93 | -56 | 18 | 97 | 21
CC(C)(C)CNC(CO)C12CC3CC(CC(C3)C1)C2 (stereo not drawn) | 87 | 2 | -21 | -0.22 | 105 | -14 | 4 | 105 | -4
COc1cccc(C(=O)Nc2nnc(-c3cccs3)o2)c1 | 74 | 4 | 3 | nt | 68 | 0 | 12 | 87 | -7
O=C(COC(=O)c1cnccn1)Nc1ccc(Cl)cc1 | 91 | 3 | 9 | 0.78 | 79 | -6 | 12 | 97 | -11
Cc1ccc(CSCC(Nc2ccc(C(=O)O)cc2[N+](=O)[O-])C(=O)O)cc1 (stereo not drawn) | 96 | 14 | -14 | -0.09 | 90 | nt | 0 | 90 | 0
Cc1ccc(C2C3=C(CC(C)(C)CC3=O)N(CCN3CCOCC3)C3=C2C(=O)CC(C)(C)C3)cc1 | 87 | 0 | -17 | 2.4 | 97 | -13 | 12 | 106 | 0
O=C1C(O)CC2c3ccccc3CC3(CCCC3)N12 (stereo not drawn) | 95 | 3 | -7 | nt | 99 | 13 | 7 | 95 | -17
COc1ccc(OC)c(NC(=O)c2ccc(-n3cccn3)nc2)c1 | nt | nt | 6 | -0.19 | nt | -5 | 3 | nt | -20
CC(C)(C)C(=O)Nc1nc(-c2ccc3c(c2)OCO3)cs1 | 91 | -4 | -7 | -0.35 | 84 | 13 | 3 | 99 | nt
Cc1cc(NC(=O)/C=C/c2ccccc2)no1 | 98 | 6 | -5 | -0.56 | 99 | -97 | -16 | 113 | -6
Cc1ccc(N2C(=O)c3ccccc3C2Nc2ccccc2F)nc1 (stereo not drawn) | 92 | 5 | -20 | nt | 110 | -4 | -2 | 85 | 11
Cc1ccc(-n2[nH]c(=O)c3cccnc32)cc1 | nt | nt | -3 | 0.92 | nt | 9 | -1 | nt | 6
COC(=O)c1cn(CC(=O)N2CCCCCC2)c2ccccc12 | 69 | -4 | -24 | 0.49 | 88 | 19 | 1 | 97 | 15
Cc1noc(C)c1COC(=O)CCOc1ccccc1 | 93 | -2 | -13 | 0.5 | 101 | 6 | -2 | 100 | -25
Cc1nnc(SCC(=O)Nc2nc3c(s2)CC(C)CC3)s1 (stereo not drawn) | 76 | 7 | -6 | 1.9 | 94 | -21 | 4 | 101 | 1
COc1ccc(-n2c(SCC(=O)Nc3sc4c(c3C#N)CCCC4)nnc2-c2ccc(O)cc2)cc1 | 12* | 48[fluorescence artefact?] | -15 | 0.86 | 3.7* | -8 | -8 | 94 | 3
CCOC(=O)C1=C(C)Nc2ccccc2N=C1NC(=O)CCCN1C(=O)c2ccccc2C1=O | nt | nt | -9 | -0.18 | nt | -16 | -10 | nt | -30
O=C(CCc1ccccc1)Nc1ccc(F)cc1F | 105 | 6 | -3 | 0.13 | 99 | -23 | 0 | 124 | -13
Cn1nc(C(=O)Nc2nc3ccc(S(C)(=O)=O)cc3s2)ccc1=O | nt | nt | -19 | 2.2 | nt | 8 | 2 | nt | 3
CCOC(=O)C1=C(C)NC(C)=C(C(=O)OCC)C1C1=COCCO1 | 96 | -4 | -1 | 0.44 | 106 | -21 | -3 | 102 | -18
O=c1cc2n(c(=O)[nH]1)CCC1=C2CCCC1 | 87 | -6 | -35 | -0.42 | 105 | -31 | -7 | 106 | 5
Cc1ccc(Cn2c(Sc3nnc(C)s3)nc3c2c(=O)[nH]c(=O)n3C)cc1 | 80 | 8 | -18 | nt | 99 | -3 | 19 | 95 | 16
CCc1c(C(C)S(=O)(=O)c2ccc(C)cc2)[nH]c(=O)n1-c1ccc(OC(F)(F)F)cc1 (stereo not drawn) | 101 | 3 | -21 | 1.1 | 104 | -13 | 3 | 104 | 3
CCOC(=O)C(C(C)=O)=C1SC2CS(=O)(=O)CC2S1 (stereo not drawn) | 93 | -8 | -7 | -0.23 | 100 | 24 | 15 | 104 | -1

Some entries already given, reduced to VCAM1 TNFa inh, HUVEC tox TNFa and HUVEC inhibit:
| smiles | VCAM1 TNFa inh | HUVEC tox TNFa | HUVEC inhibit |
| --- | --- | --- | --- |
| CCOC(=O)C1=C(C)NC(C)=C(C(=O)OCC)C1C1=COCCO1 | -3 | -1 | 106 |
| O=c1cc2n(c(=O)[nH]1)CCC1=C2CCCC1 | -7 | -35 | 105 |
